BoNT-F LC inh: inhibitors of Botulinum neurotoxin F light chain protease. hit rate 0.22% among 360,000. AID 588497. Multiplex microsphere protease cleavage assay, flow cytometry. inhibition, % at 10 µM; in the data active means inhibition above about 35%, passing the limit was not always enough; inconclusive means no clear call, values can overlap the other calls; further: plate controls were buffer without enzyme for full effect and enzyme alone for no effect
Rv3671c inh: inhibits the M. tuberculosis serine protease Rv3671c; hit rate 0.048% among 320,000; P9WHR9; inhibition, % at 5.96 µM; in the data active means inhibition above about 38%;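 further: extracellular domain of Rv3671c used as enzyme; 0% = enzyme with DMSO and 100% = no enzyme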
PrPC TRFRET: cell surface PrPC inhibition, primary TR-FRET screen; P04156; TR-FRET read-out; inhibition, % at 13.8 µM; hit rate 0.43% among 370,000; in the data active means inhibition above about 24%; further: 0% = median of the test wells and 100% = reference compound wells
MazEF act: activators of E. coli MazEF toxin-antitoxin RNase; AID 504720; hit rate 0.32% among 350,000; activation, % at 20 µM; FAM/BHQ RNA-DNA oligo cleavage fluorescence, 5 h; P0AE70; in the data active means activation above about 50%
Target sequence (P0AE70 whole entry, looked up): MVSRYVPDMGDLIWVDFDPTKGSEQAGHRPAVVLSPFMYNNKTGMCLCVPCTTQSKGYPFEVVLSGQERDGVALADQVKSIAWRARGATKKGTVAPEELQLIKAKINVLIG
BoNT-A LC inh2: blocks Botulinum neurotoxin A light chain protease | multiplex microsphere protease substrate cleavage, flow cytometry | inhibition, % at 10 µM | hit rate 0.17% among 360,000 | AID 588499; further: plate controls were buffer without enzyme for full effect and enzyme alone for no effect
PriA SSB inh: blocks PriA binding to SSB C-terminal tail; AlphaScreen SSBct-PriA binding, biotinylated peptide; inhibition, % at 33 µM; hit rate 0.6% among 430,000; AID 1272365; in the data active means inhibition mostly above about 37%, no sharp cut-off; inactive means mostly below about 20%;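 further: plate controls were negative control peptide for no effect and reference peptide for full effect; strong numbers were not always called active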
VHR inh abs: inhibitors of human VHR1 phosphatase (DUSP3); hit rate 0.52% among 290,000; inhibition, % at 13.3 µM; recombinant VHR phosphatase, pNPP absorbance; P51452; AID 1654; in the data active means inhibition above about 50%; further: some compounds called inactive have numbers as strong as hits
Target sequence (P51452 whole entry, looked up): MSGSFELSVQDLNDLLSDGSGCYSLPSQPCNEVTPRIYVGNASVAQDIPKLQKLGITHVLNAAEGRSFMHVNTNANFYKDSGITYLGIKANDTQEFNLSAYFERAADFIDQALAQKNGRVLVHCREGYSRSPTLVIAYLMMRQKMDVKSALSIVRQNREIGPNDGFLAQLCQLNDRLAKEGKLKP
Anthrax LF inh2: blocks Bacillus anthracis lethal factor protease | P15917 | multiplex microsphere protease cleavage assay, LF | inhibition, % at 10 µM | hit rate 0.12% among 360,000 | AID 588501; further: plate controls were buffer without enzyme for full effect and enzyme alone for no effect
Target sequence (P15917 whole entry, looked up): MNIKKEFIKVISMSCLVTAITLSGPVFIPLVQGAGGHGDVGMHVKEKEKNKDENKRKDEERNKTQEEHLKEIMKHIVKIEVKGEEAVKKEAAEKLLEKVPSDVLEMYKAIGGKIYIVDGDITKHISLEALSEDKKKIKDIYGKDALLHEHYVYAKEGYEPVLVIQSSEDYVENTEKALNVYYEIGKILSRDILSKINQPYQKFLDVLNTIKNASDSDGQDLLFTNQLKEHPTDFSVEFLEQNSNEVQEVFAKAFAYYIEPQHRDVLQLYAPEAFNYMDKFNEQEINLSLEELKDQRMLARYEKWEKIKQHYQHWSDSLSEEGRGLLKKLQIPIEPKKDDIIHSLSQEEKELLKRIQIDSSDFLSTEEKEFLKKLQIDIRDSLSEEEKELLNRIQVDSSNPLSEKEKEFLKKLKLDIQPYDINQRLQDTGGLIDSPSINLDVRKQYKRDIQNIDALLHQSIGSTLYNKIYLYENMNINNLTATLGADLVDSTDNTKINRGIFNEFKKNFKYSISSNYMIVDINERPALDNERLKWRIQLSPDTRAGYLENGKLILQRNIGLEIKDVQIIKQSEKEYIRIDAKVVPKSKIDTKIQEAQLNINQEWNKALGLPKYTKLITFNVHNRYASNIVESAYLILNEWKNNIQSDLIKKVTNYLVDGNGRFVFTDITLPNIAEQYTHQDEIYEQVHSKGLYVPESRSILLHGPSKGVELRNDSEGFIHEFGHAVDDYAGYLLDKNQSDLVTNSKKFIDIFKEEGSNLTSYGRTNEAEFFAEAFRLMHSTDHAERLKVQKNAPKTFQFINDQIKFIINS
CCHF vOTU inh: CCHFV vOTU protease inhibition; Pep-AMC fluorescence; inhibition, % at 11.5 µM; hit rate 0.55% among 370,000; AID 651958; in the data active means inhibition above about 30%; further: 0% = vehicle wells with enzyme and 100% = no enzyme wells
SARS 3CLpro inh: SARS-CoV 3CLpro protease inhibition. recombinant SARS-CoV 3CLpro, quenched FRET peptide cleavage. inhibition, % at 6 µM. hit rate 0.14% among 290,000. AID 1706; in the data active means inhibition above about 12%
Starred values were filed as active, the others as inactive; i = inactive; ? = inconclusive; / = no result given; & = joins results of further samples. Unless noted, no stated cut-off is given here; in the data, active means inhibition above about 30%; inconclusive means no clear call, values can overlap the other calls; inactive means below that. Only part of the results is shown. The share of hits here may be higher or lower than overall.

SMILES	BoNT-F LC inh	Rv3671c inh	PrPC TRFRET	MazEF act	BoNT-A LC inh2	PriA SSB inh	VHR inh abs	Anthrax LF inh2	CCHF vOTU inh	SARS 3CLpro inh
O=C(O)c1ccc(Cn2c(=S)[nH]c3cc(Cl)ccc3c2=O)cc1	-13	-8	0	3	1.0	-4	10	-3	7	4
COc1ccc(C)cc1NC(=O)C1CCCN1S(=O)(=O)c1ccccc1F (configuration not stated)	-1	4	-4	2	-0.6	-10	/	8	11	/
COC(=O)c1c(NC(=O)COC(=O)CCNS(=O)(=O)c2ccccc2)sc(C)c1C	-3	-4	1	3	-0.2	-8	20	2	21	0
Cc1cccc(N(C(=O)Cc2cccs2)C(C(=O)NCc2ccco2)c2ccncc2)c1 (configuration not stated)	-4	-2	7	-9	-0.1	-6	10	3	9	3
CCc1ccc(C(C(=O)NC2CCCCC2)N(C(=O)c2csnn2)C2CC2)cc1 (configuration not stated)	0	-1	-1	0	-1.6	16	33	1	4	3
Cc1nc2c(C#N)cnn2c2c1CCN(Cc1ccccc1)N2C	0	-6	14	1	0.7	2	13	1	0	-1
COC(=O)CSc1nnc(-c2ccc(S(=O)(=O)N3CCCCC3)cc2)o1	-4	-1	1	8	-0.5	-3	16	6	-5	-2
CCc1cccc(C)c1NC(=O)CCCN1C(=O)CN(C)C1=O	-2	-4	-6	-1	-3.0	-7	/	0	-2	/
COc1ccc(OC)c(/C=C/C(=O)NCCc2nc3ccccc3[nH]2)c1	/	-2	5	7	/	-3	0	/	-60	4
CCc1ccc(CN2CCCC(C(=O)N3CCCCC3)C2)cc1 (configuration not stated)	/	0	-5	8	/	7	2	/	2	-3
O=C(Nc1nccs1)[C@@H]1CCCN1S(=O)(=O)c1ccccc1F	1	/	3	-1	-0.6	-20	/	-1	2	/
COc1ccc(N2C(=O)CC(NC3CC3)C2=O)cc1 (configuration not stated)	3	1	7	5	0.4	-31	-2	1	8	1
c1ccc(CSc2nnnn2-c2ccccc2)cc1	-6	0	4	-1	-0.7	-83	20	-4	-6	-3
CC1CCCCC1NC(=O)Cn1cnc2sccc2c1=O (configuration not stated)	-7	/	6	2	2.8	1	/	-1	22	/
CC(=O)N1c2ccc(S(=O)(=O)N(C)Cc3ccccc3)cc2CC1C (configuration not stated)	2	-2	6	8	0.6	-13	-7	2	1	-1
COc1ccc(C2CC(c3ccccc3)=NN2c2ccccc2)c(C(=O)O)c1OC (configuration not stated)	-5	0	-7	-6	-1.5	-14	18	0	-33	4
CC(=O)c1cccc(OC(=O)c2ccc3c(=O)n4c(nc3c2)CCC4)c1	5	-6	/	7	1.6	-34	/	0	/	/
Cc1sc(NC(=O)CSc2nc(O)cc(=O)[nH]2)nc1-c1ccccc1	-4	-16	-7	5	1.0	3	18	-4	-6	5
Cc1ccc(CN2CCN(CC(=O)N/N=C/c3c[nH]c4ccccc34)CC2)cc1	3	-2	-11	2	0.3	/	-1	0	4	2
O=C(Nc1ccccc1N1CCCCC1)c1ccc2nccnc2c1	-40	-8	1	6	0.8	-23	26	-2	11	-6
CCc1ccc2c(CN(CC)Cc3nc4ccccc4c(=O)[nH]3)cc(=O)oc2c1	-13	-7	-4	0	-0.2	4	-10	-6	7	0
COC(=O)c1ccc(COC(=O)CNC(=O)c2cccc(OC)c2)o1	0	-2	2	3	0.7	-6	/	3	3	/
COc1ccc(CNC(=O)C(C)OC(=O)c2cccs2)cc1 (configuration not stated)	8	3	14	11	1.9	-5	20	-2	4	4
CNC[C@@H]1Oc2cc(Br)ccc2S(=O)(=O)N([C@@H](C)CO)C[C@@H]1C	-3	/	3	2	0.3	/	/	-7	-12	/

Reprinted from the entries so far (2 entries):
SMILES	BoNT-F LC inh	Rv3671c inh	PrPC TRFRET	MazEF act	BoNT-A LC inh2	PriA SSB inh	VHR inh abs	Anthrax LF inh2	CCHF vOTU inh	SARS 3CLpro inh
c1ccc(CSc2nnnn2-c2ccccc2)cc1	-6	0	4	-1	-0.7	-83	20	-4	-6	-3
CC1CCCCC1NC(=O)Cn1cnc2sccc2c1=O (configuration not stated)	-7	/	6	2	2.8	1	/	-1	22	/

Other results
SMILES	BoNT-F LC inh	Rv3671c inh	PrPC TRFRET	MazEF act	BoNT-A LC inh2	PriA SSB inh	VHR inh abs	Anthrax LF inh2	CCHF vOTU inh	SARS 3CLpro inh
CCC(C)[C@H](NC(=O)OC(C)(C)C)C(=O)N/N=C/c1cccc2nccnc12 (some centres not stated)	-4	-4	-5	2	-0.4	/	15	0	1	3
Cc1ccc(S(=O)(=O)n2cc(CO)c3ccccc32)cc1	?	/	5	-9	0.5	-5	/	-14	-9	/
CCCc1cc(=O)[nH]c(SCC(=O)Nc2ncc(S(=O)(=O)c3ccc([N+](=O)[O-])cc3)s2)n1	4	4	0	5	-0.4	-6	-3	10	7	-2
S=C(NCc1ccco1)N1CCN(Cc2ccco2)CC1	0	-3	-1	9	0.1	-7	32	-2	-3	-3
Cc1cc(NCCCN(C)C)n2nc(-c3cccs3)cc2n1	-5	0	10	7	0.3	-20	-4	-1	-4	-2
CC1(C)Cc2c(c(N3CCOCC3)nc3sc(-c4ccc(C(=O)O)o4)c(N)c23)CO1	-9	2	-9	2	2.7	-4	-9	-1	-1	1
Cc1ccc(-c2nn(-c3ccccc3)cc2/C=C/C(=O)Nc2cccc(S(N)(=O)=O)c2)cc1	-4	-213	-1	-18	0.5	-5	22	-1	-13	0
O=C(COc1ccc(F)cc1)Nc1nnc(C2CC2)s1	?	8	-5	5	0.7	-10	/	5	-3	/
CCOC(=O)c1cnn(-c2ccc(NS(=O)(=O)c3ccc(Cl)cc3)cc2)c1C(F)(F)F	0	-9	-2	-4	-0.2	-3	20	-14	17	9
Cc1cc(C)cc(C(=O)NC(CC(N)=O)c2ccc(N3CCN(c4ccccc4)CC3)c([N+](=O)[O-])c2)c1 (configuration not stated)	5	-1	-12	-5	-0.3	-19	24	-6	4	0
COc1cc(NS(=O)(=O)c2ccc(NC(=S)Nc3ccccc3)cc2)nc(OC)n1	4	7	-4	1	0.5	-3	5	4	11	-4
CC(C)n1c(=N)c(C(=O)NCCc2ccccc2)cc2c(=O)n3ccccc3nc21	-6	2	-38	10	2.2	-16	47	0	-253	0
CCCC(=O)NC(=S)Nc1sc2c(c1C(N)=O)CCC2	0	-1	2	1	0.5	4	-3	-2	4	1
Cc1ccc(NS(=O)(=O)c2ccc(CCC(=O)O)cc2)cc1	-7	-2	4	8	-0.9	-1	1	1	-17	5
Cc1ccc(CN(c2ccc(C(=O)N3CCc4ccccc4C3)cc2)S(C)(=O)=O)cc1	-4	5	-1	4	-0.5	9	-2	-1	-2	-2
CCOC(=O)N1CCN(C(=O)c2ccc(C)c(S(=O)(=O)Nc3ccccc3)c2)CC1	34*	-4	-3	-2	0.6	-15	4	-2	7	0
O=c1[nH]cnc2ncc(-c3ccc(O)cc3)nc12	?	4	-32	-3	-2.9	-4	/	2	0	/
CC(C(=O)N1CCc2ccccc21)N1CCN(S(=O)(=O)c2cccc(C(F)(F)F)c2)CC1 (configuration not stated)	-4	-1	6	0	-1.2	-17	/	0	21	/
O=C1CCN(S(=O)(=O)c2ccccc2)CCN1CCOCc1ccc(Cl)cc1	-2	0	11	2	-0.6	-3	-1	-8	-7	/
CCc1nnc(NC(=O)CCN2C(=O)c3ccccc3C2=O)s1	-2	0	3	0	0.2	-2&-13	-18	-2	-7	2
C=CCN=C1SC(C)C(=O)N1S(=O)(=O)c1ccccc1 (configuration not stated)	5	1	1	-9	-0.9	6	13	-4	3	3
O=C(NCc1ccncc1)/C(=N/O)c1ccccc1	4	1	0	7	-0.8	/	18	1	4	5
CN(C)C1(c2nnnn2CCOC(=O)Nc2ccc(Cl)cc2)CCCCC1	-6	0	-2	-3	-0.2	-6	24	-5	2	3
O=S(=O)(N/N=C\c1ccc2c(c1)OCO2)c1ccccc1	-7	/	4	5	-0.8	/	-5	3	2	3
CCC(C)N1CC23C=CC(O2)C(C(=O)OCc2ccccc2)C3C1=O (configuration not stated)	22	6	3	5	0.7	-10	-6	-1	20	3
COCCSc1ccccc1C(=O)N1CCN(Cc2ccccc2)CC1	-6	1	-2	-2	-0.3	-3	26	-3	2	2
Cc1nc(CCNC(=O)CC2C(=O)NCCN2CC(C)C)nc2c1CCC2 (configuration not stated)	-5	-1	2	-5	-1.1	2	20	1	-6	2
COc1ccc(CNC(=O)C2CC(c3ccccc3C(F)(F)F)=NO2)cc1 (configuration not stated)	-2	-4	0	6	0.2	-9	7	-1	7	/
COc1cccc(-c2cnc(C(O)c3ccc(CN4CCCC4)cc3)[nH]2)c1 (configuration not stated)	-14	/	-1	/	-0.7	/	/	0	10	/
COc1ccc(S(=O)(=O)NCCC(=O)NC2CCCCC2C)cc1[N+](=O)[O-] (configuration not stated)	-4	3	-6	-4	-0.2	-2	/	1	-5	/
O=C(/C=C/c1ccc2c(c1)OCO2)N1CCN(c2ccccc2F)CC1	1	-2	0	2	-0.3	-10	2	-3	-8	-1
COc1ccc(/C=N/Nc2ccccc2C(=O)O)cc1Cn1cc([N+](=O)[O-])cn1	-4	1	-3	-2	-0.2	i	-7	0	-6	2
CC(=O)N/C(=C/c1ccccc1)C(=O)N1CCCCC1	0	-2	-8	-8	-0.5	-9	32	-5	-18	-1
NC(=NCCCCCCN=C(N)/N=C(\N)Nc1ccc(Cl)cc1)/N=C(\N)Nc1ccc(Cl)cc1	-69&-62&-32	1&2&0	12&16&6	-41&-48&22	-0.8&-0.4&-1.0	/	2	-20&-4&-6	10&15&6	3
Cc1cccc(NC(=O)CNC(=O)CCNC(=O)c2ccc(C(C)(C)C)cc2)c1C	/	6	8	-7	/	-4	/	/	13	/
C=CCC1c2cccc(C(=O)OC)c2C(=O)N1c1ccccc1 (configuration not stated)	-1	-8	-6	8	-0.2	3	8	2	-7	4

Gathered by group, the compounds so far containing a tert-butyl group.
SMILES	BoNT-F LC inh	Rv3671c inh	PrPC TRFRET	MazEF act	BoNT-A LC inh2	PriA SSB inh	VHR inh abs	Anthrax LF inh2	CCHF vOTU inh	SARS 3CLpro inh
CCC(C)[C@H](NC(=O)OC(C)(C)C)C(=O)N/N=C/c1cccc2nccnc12 (some centres not stated)	-4	-4	-5	2	-0.4	/	15	0	1	3
Cc1cccc(NC(=O)CNC(=O)CCNC(=O)c2ccc(C(C)(C)C)cc2)c1C	/	6	8	-7	/	-4	/	/	13	/

Next part:
SMILES	BoNT-F LC inh	Rv3671c inh	PrPC TRFRET	MazEF act	BoNT-A LC inh2	PriA SSB inh	VHR inh abs	Anthrax LF inh2	CCHF vOTU inh	SARS 3CLpro inh
CC(C)(C)n1nnnc1CN(Cc1ccco1)Cc1cc2cc3c(cc2[nH]c1=O)OCO3	-10	-9	7	7	0.0	-3	12	-1	-26	2
O=C(Cc1ccccc1[N+](=O)[O-])Nc1ccc2c(c1)OCO2	-6	-8	0	3	-0.8	-12	11	-2	-7	11
COc1ccc(OC)c(-c2cc(C(=O)Nc3ccc(F)cc3F)no2)c1	1	3	7	-76	-0.4	-12	50	-1	3	3
CCOc1ccc(CNC(=O)CN2C(=O)C(c3ccccc3)Oc3cccnc32)cc1 (configuration not stated)	-6	-3	1	-6	-0.8	2	25	1	-4	-1
CCOc1ccc(N(CC(=O)NCCC2=CCCCC2)S(=O)(=O)c2ccccc2)cc1	6	-3	1	-10	-0.5	-22	13	1	-11	5
COc1ccccc1NC(=O)c1cc(S(=O)(=O)N2CCCC2)cn1C	-22	-2	3	1	-1.0	-6	-6	-4	-3	-4
CCC(=O)Nc1ccc(OCC2CCCO2)cc1 (configuration not stated)	?	-2	-3	12	1.5	-1	11	-16	-11	-1
CC(C)(C)c1cc(C2COC(=O)COCCOCC(=O)OCCOCCO2)cc(C(C)(C)C)c1O (configuration not stated)	6	/	7	10	0.3	4	/	-2	-1	/
O=C(CN1C(=O)c2ccccc2C1=O)NCc1ccncc1	10	-6	-4	-5	6.8	3	-4	-13	-5	-1
Cc1ccc(C(=O)NC(C#N)=C(Cl)Cl)cc1	/	/	16	0	/	-5	14	/	7	13*

Compound activity: PubChem, several laboratories
